Compound activity (PubChem)
MITF inh = blocks human microphthalmia-associated transcription factor; inhibition, % at 2.6 µM; AlphaScreen MITF homodimerization, bead proximity signal; 650,000 tested, 0.91% active; O75030; in the data active = inhibition above about 50%;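 also: 0% = vehicle wells with protein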
Target sequence (O75030 whole entry, looked up): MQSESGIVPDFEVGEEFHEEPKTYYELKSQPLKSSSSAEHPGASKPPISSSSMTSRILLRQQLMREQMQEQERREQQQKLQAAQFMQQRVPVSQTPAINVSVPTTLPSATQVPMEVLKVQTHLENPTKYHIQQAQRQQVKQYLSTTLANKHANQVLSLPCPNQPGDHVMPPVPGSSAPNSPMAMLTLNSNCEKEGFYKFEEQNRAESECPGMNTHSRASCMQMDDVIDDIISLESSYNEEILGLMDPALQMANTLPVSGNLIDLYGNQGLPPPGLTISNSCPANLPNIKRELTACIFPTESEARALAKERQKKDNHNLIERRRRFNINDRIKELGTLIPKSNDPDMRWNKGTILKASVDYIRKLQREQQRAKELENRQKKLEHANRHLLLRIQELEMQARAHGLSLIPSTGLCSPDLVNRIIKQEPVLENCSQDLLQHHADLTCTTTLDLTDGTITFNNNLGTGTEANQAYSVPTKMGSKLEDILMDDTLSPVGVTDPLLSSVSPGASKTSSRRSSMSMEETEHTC
TEAD-YAP inh = TEAD-YAP interaction inhibition; inhibition, % at 9.12 µM; HEK-TIYL cells, TEAD-Gal4/YAP UAS-luciferase luminescence; AID 1259422; 640,000 tested, 1.4% active; in the data active = inhibition above about 32%;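 also: 0% = median of test compound wells and 100% = reference inhibitor wells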
GPR151 activ = activates the human receptor GPR151; Q8TDV0; PathHunter beta-arrestin GPR151 cells, luminescence; activation, % at 11.2 µM; 650,000 tested, 1% active; AID 1508602; in the data active = activation above about 4.9%;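 also: 0% = median of compound wells and 100% = cells with positive control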
Target sequence (Q8TDV0 whole entry, looked up): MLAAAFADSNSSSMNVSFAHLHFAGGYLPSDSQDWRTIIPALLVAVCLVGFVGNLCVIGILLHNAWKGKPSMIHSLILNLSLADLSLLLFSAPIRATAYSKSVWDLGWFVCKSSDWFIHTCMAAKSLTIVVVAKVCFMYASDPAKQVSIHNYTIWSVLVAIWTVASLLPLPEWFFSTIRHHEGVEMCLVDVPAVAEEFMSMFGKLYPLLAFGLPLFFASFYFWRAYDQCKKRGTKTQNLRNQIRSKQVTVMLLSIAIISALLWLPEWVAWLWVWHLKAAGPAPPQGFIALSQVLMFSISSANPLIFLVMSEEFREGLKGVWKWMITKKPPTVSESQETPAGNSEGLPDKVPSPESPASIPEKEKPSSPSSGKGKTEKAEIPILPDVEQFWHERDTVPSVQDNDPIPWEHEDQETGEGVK
FBW7 act = activators of human E3 ligase FBW7 | Q969H0 | AlphaScreen FBW7–phospho-cyclin E peptide binding, activator screen | normalized activity (activation), % at 26.1 µM | 650,000 tested, 0.13% active; in the data active = normalized activity above about 1.9%;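 also: purified mutant Fbw7 with reduced substrate affinity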
An asterisk follows results filed as active.

SMILES	MITF inh	TEAD-YAP inh	GPR151 activ	FBW7 act
CCOc1ccc(Nc2nn3c(=O)c4ccc(C(=O)OC)cc4nc3s2)cc1	-13	-9	0.5	-0.1
O=S(=O)(Nc1ccc(C(F)(F)F)cc1)c1ccccc1	25	-5	0.9	0.6
Cc1cc(NC(=O)COc2cccc(C(F)(F)F)c2)no1	15	-2	-2.4	0.2
Cc1ccc(C)c(N2CCN(C(=O)Cn3ncn4cccc4c3=O)CC2)c1	2	9	1.7	-0.1
O=C(CSc1nc2c([nH]c3ccccc32)c(=O)n1-c1ccccc1)N1CCOCC1	-5	7	0.6	-0.1
CCOC(=O)CNC(=O)c1ccc(NC(C)=O)cc1	1	-6	-1.2	0.0
O=C(NCc1ccccc1Cl)c1cc(S(=O)(=O)N2CCCC2)ccc1F	-4	-12	0.4	0.1
CCOCCCNCc1cc(Br)ccc1OCC	-2	-9	4.3	-0.1
O=C(Nc1ccccc1)C1(c2ccccc2)CC1(Cl)Cl (stereo not given)	-12	-4	0.0	0.1
CCCCOc1ccc(NC(=O)CSc2nc(N)c(C#N)cc2C#N)cc1	-4	15	1.3	0.1
O=C1c2cccc3cccc(c23)C(=O)N1CC1CCN(S(=O)(=O)c2ccccc2)CC1	-9	-3	-0.5	-0.1
Cc1ccc(CN(C(=O)COc2ccc(Cl)cc2)C2CCS(=O)(=O)C2)o1 (stereo not given)	-14	3	0.0	-0.3
CCC1Sc2ccccc2N(CC(=O)NCc2cccnc2)C1=O (stereo not given)	1	2	0.4	-0.2
N#Cc1ccccc1NC(=O)C(=O)NCC1CCCN1S(=O)(=O)c1cccs1 (stereo not given)	34	-3	-1.7	0.4
CCOCCCNC(=O)c1cc2c(Cl)nc3ccccc3c2s1	2	0	-0.5	0.0
Cc1cc(NCC(O)c2cccc(O)c2)n2nc(-c3ccc(F)cc3)cc2n1 (stereo not given)	-1	-8	0.1	-0.1
Cn1c(=O)cc(SCC(=O)NCc2cccs2)c2ccccc21	12	-10	1.2	-0.2
CC1CCN(S(=O)(=O)c2ccc(N3C(=O)c4ccccc4C3=O)cc2)CC1	7	11	-0.3	-0.2
CCC(C)NC(=O)c1ccc(-n2c(=S)[nH]c3ccccc3c2=O)cc1 (stereo not given)	-5	-6	3.7	0.0
c1ccc(CNc2nc(Nc3ccc4ncccc4c3)nc3nc[nH]c23)cc1	-9	0	-1.0	0.4
Cc1ccccc1NC(=O)/C(C#N)=C\c1ccsc1	-2	-17	-0.7	-0.1
Clc1c(OCCCNCCN2CCOCC2)ccc2ccccc12	26	0	0.5	0.0
COc1ccc(N2C(=O)N(c3ccc(Br)cc3)C3CS(=O)(=O)CC32)cc1 (stereo not given)	2	-11	0.0	0.1
C[C@@H]1CN(C2CCC(=O)N(Cc3ccc4ccccc4c3)CC2)C[C@H](C)O1 (stereo not given in full)	0	-8	0.5	0.0
CC(=O)c1ccc(S(=O)(=O)NCc2ccc(S(N)(=O)=O)cc2)cc1	0	5	-0.7	0.0

Among those listed so far, 2 contain bromine.
SMILES	MITF inh	TEAD-YAP inh	GPR151 activ	FBW7 act
CCOCCCNCc1cc(Br)ccc1OCC	-2	-9	4.3	-0.1
COc1ccc(N2C(=O)N(c3ccc(Br)cc3)C3CS(=O)(=O)CC32)cc1 (stereo not given)	2	-11	0.0	0.1

Back to the main list, repeating the 4 entries before the break.
SMILES	MITF inh	TEAD-YAP inh	GPR151 activ	FBW7 act
Clc1c(OCCCNCCN2CCOCC2)ccc2ccccc12	26	0	0.5	0.0
COc1ccc(N2C(=O)N(c3ccc(Br)cc3)C3CS(=O)(=O)CC32)cc1 (stereo not given)	2	-11	0.0	0.1
C[C@@H]1CN(C2CCC(=O)N(Cc3ccc4ccccc4c3)CC2)C[C@H](C)O1 (stereo not given in full)	0	-8	0.5	0.0
CC(=O)c1ccc(S(=O)(=O)NCc2ccc(S(N)(=O)=O)cc2)cc1	0	5	-0.7	0.0
COc1ccccc1CNC(=O)CNc1ccccc1-c1nc2ccccc2[nH]c1=O	16	-11	1.2	1.1
O=C(Nc1ccccc1)NC1CS(=O)(=O)CC1Cl (stereo not given)	10	4	-0.7	0.1
Cc1ccc(CN2C(=O)/C(=C3\SC(N4CCOCC4)=NC3=O)c3cc(Br)ccc32)cc1	11	-6	-0.8	0.0
CCN(CC)S(=O)(=O)c1ccc(NC(=O)c2ccccc2Br)cc1	-1	-7	3.1	-0.2
Cc1nnc(Sc2cc(C(=O)NCCN3CCOCC3)c3ccccc3n2)s1	4	8	0.5	-0.1
Cc1cc(NC(=S)N(CCCN2CCCCC2)Cc2ccco2)ccc1Cl	-2	1	-0.7	0.9
CCOC(=O)c1cc2occc2n1CC(=O)N1CCN(c2ccccc2)CC1	0	5	0.1	0.0
COc1cc(OC)cc(C(=O)Nc2cc(OC)c(OC)cc2C(=O)O)c1	-14	-1	-0.1	-0.5
O=C1CCN(C(=O)c2ccc(Cl)cc2)c2ccccc21	3	-4	-0.5	0.1
CCn1c(SCC(=O)Nc2nccs2)nnc1C(C)NC(=O)c1ccccc1 (stereo not given)	15	5	-1.1	0.5
O=C(Nc1ccc([N+](=O)[O-])cn1)c1sc2ccccc2c1Cl	9	6	1.2	0.0
Cc1ccc(S(=O)(=O)N(C)C(=O)NC(=O)Nc2ccc(S(=O)(=O)Nc3nc(C)cc(C)n3)cc2)cc1	-3	4	-0.3	0.0
CCOc1ccc(C(=O)Nc2ccc3c(c2)oc2ccccc23)cc1	3	8	1.4	0.0
CC(C)(C)c1nc2cc(Cl)c([N+](=O)[O-])cc2o1	-22	-3	-1.4	0.1
c1cc2c3c(cccc3c1)C(N1CCN(Cc3ccc4c(c3)OCO4)CC1)=N2	-8	2	1.7	-0.3
CCc1cc(=O)[nH]c(-n2nc(-c3ccco3)cc2NC(=O)CC(c2ccccc2)c2ccccc2)n1	7	-9	1.2	0.0
CC(=O)Nc1ccc(NC(=O)c2cc(Cl)cc([N+](=O)[O-])c2O)cc1	-9	6	1.1	-0.2
C=CCSc1nnc2c(n1)OC(c1ccc(O)c([N+](=O)[O-])c1)N(C(C)=O)c1ccccc1-2 (stereo not given)	4	-3	0.8	0.5
CC(C)OCCCNCc1ccc(F)cc1	3	5	1.5	-0.1
COc1ccc(N2CCN(c3ncnc4sc(C(=O)O)c(C)c34)CC2)cc1	8	7	0.5	0.5
COC(=O)c1cnc(N2CCCC2)c2ccccc12	-2	1	-1.6	0.4
CCN(CCO)C(=O)CC(c1ccccc1)c1cc(Br)ccc1O (stereo not given)	3	1	1.3	-0.1
CC(=O)c1ccc(NS(=O)(=O)c2cccc(C(=O)Nc3ccc(C(=O)O)cc3)c2)cc1	19	7	-1.4	1.5
Cc1cc(S(=O)(=O)N2CCC(O)(c3cccnc3)CC2)ccc1-n1cnnn1	-2	3	-0.4	-0.1
O=P(CO)(Cc1ccccc1)Cc1ccccc1	-6	6	-0.5	-0.1
Continuation.
SMILES	MITF inh	TEAD-YAP inh	GPR151 activ	FBW7 act
C=CCOc1ccc2oc(=O)cc(C)c2c1	-8	-10	0.2	-0.1
COc1ccccc1/C=C1N=C(/C=C\c2cccc([N+](=O)[O-])c2)OC/1=O	-2	-2	-0.2	-0.1
c1ccc(-n2nnnc2CSc2nc3ccccc3[nH]2)cc1	-8	1	0.2	0.9
Oc1c(Br)cc(/C=N/NC(=S)Nc2cccnc2)cc1Br	16	-1	1.6	0.2
O=C1NC(=Nc2ccccc2)S/C1=C\c1ccc(OCc2ccc(Cl)cc2)cc1	1	-4	0.1	-0.1
O=C1OC(c2ccco2)=N/C1=C\c1cccc(Cl)c1Cl	2	-6	0.9	-0.1
CC(C)(C)CN1CCN(Cc2cc3ccccc3[nH]2)CC1CCO (stereo not given)	9	-2	-1.1	0.0
CCCc1cc(C(=O)N2CCC[C@@H]3CN(C(=O)c4ccco4)CC[C@@H]32)no1	11	-5	0.5	0.3
CCC1OC(=O)[C@H](C)C(=O)[C@H](C)[C@@H](OC2O[C@H](C)C[C@H](N(C)C)[C@H]2O)[C@](C)(OC)C[C@@H](C)C(=O)[C@@H](C)[C@@H]2N(CCCCn3cnc(-c4cccnc4)c3)C(=O)O[C@]12C (stereo not given in full)	2	2	4.8	0.1
COc1cccc(C2NC(=O)NC(C)=C2C(=O)OCCOc2ccccc2)c1 (stereo not given)	-19	-4	-1.1	0.2
Nc1nonc1-n1nnc(C(=O)N/N=C/c2ccco2)c1-c1ccccc1	17	2	1.0	0.1
Cc1sc2[nH]c(=O)n(CCc3ccccc3)c(=O)c2c1C	10	-24	-1.4	-0.2
CCc1nnc(NC(=O)C(=O)c2c[nH]c3ccccc23)s1	-5	-5	-0.5	0.1
COc1ccc(C(=O)Cc2cc(OC)c(OC)cc2[N+](=O)[O-])c(OC)c1	14	-26	-1.0	0.0
COc1cc(C2C3=C(CCCC3=O)OC3=C2C(=O)CCC3)ccc1OCC(=O)O	9	1	-0.1	0.1
CC(=O)NC1=NC(=O)/C(=C/c2cn(Cc3ccc(Cl)c(Cl)c3)c3ccccc23)S1	14	12	1.4	-0.1
CCc1ccc(OCC(=O)Nc2ccc3c(c2)OCCO3)cc1	10	-8	0.7	-0.1
COc1cccc(NC(=O)CSc2nnc3c(n2)[nH]c2ccc(OC)cc23)c1	-5	16	0.9	0.0
CC(C)Cn1c(-c2cccs2)nc2c(c(=O)c3ccccc3n2C)c1=O	4	-8	-0.7	-0.1
Cc1cnc(-c2csc3ccccc23)nc1Nc1ccc(Oc2ccccc2)cc1	-6	-9	-1.4	-0.2
Cc1cc(F)ccc1NC(=O)CCS(=O)(=O)c1cc2c(cc1C)NC(=O)CO2	9	-7	-0.4	1.2
O=C(NCc1ccccc1)C(=O)NCC1OCCCN1S(=O)(=O)c1ccc(F)cc1 (stereo not given)	-2	0	0.5	-0.2
O=C(CCCN1C(=O)/C(=C\c2ccco2)SC1=S)Nc1ccc([N+](=O)[O-])cc1O	14	4	0.1	-0.1
N#CCSc1nnnn1-c1ccccc1	9	1	0.8	-0.1
Cc1cc(C)n2c(Nc3ccccc3)nnc2n1	-16	-2	-1.0	-0.2

At a glance, some entries already given.
SMILES	MITF inh	TEAD-YAP inh	GPR151 activ	FBW7 act
O=C(CCCN1C(=O)/C(=C\c2ccco2)SC1=S)Nc1ccc([N+](=O)[O-])cc1O	14	4	0.1	-0.1
N#CCSc1nnnn1-c1ccccc1	9	1	0.8	-0.1
Cc1cc(C)n2c(Nc3ccccc3)nnc2n1	-16	-2	-1.0	-0.2

Compound profiles, from the list above. Order of screens: MITF inh, TEAD-YAP inh, GPR151 activ, FBW7 act
CCOc1ccc(C(=O)Nc2ccc3c(c2)oc2ccccc23)cc1 as listed: 3, 8, 1.4, 0.0
Cc1cc(F)ccc1NC(=O)CCS(=O)(=O)c1cc2c(cc1C)NC(=O)CO2 as listed: 9, -7, -0.4, 1.2
CCc1ccc(OCC(=O)Nc2ccc3c(c2)OCCO3)cc1 as listed: 10, -8, 0.7, -0.1

The list goes on.
SMILES	MITF inh	TEAD-YAP inh	GPR151 activ	FBW7 act
Cc1cc(C)c2c(n1)nn1c(C)c(CCC(=O)Nc3ccccc3)c(C)nc21	-16	-7	0.3	0.0
CN(C)C(CNC(=S)Nc1cccc(Br)c1)c1cccnc1 (stereo not given)	5	4	0.6	0.2
CC1(C)CC(=O)C/C(=N\NC(=S)Nc2ccc(S(=O)(=O)N3CCOCC3)cc2)C1	5	4	1.3	0.0
CCOc1ccccc1NC(=O)c1nc(SCC)ncc1Cl	-10	4	-1.0	0.0
Cc1ccccc1NCc1nnc2n1CCCCC2	0	-5	-0.6	-0.2
O=c1c2ccccc2nc(-c2ccccc2F)n1Cc1c(F)cccc1F	5	-8	1.5	0.2
Cc1ccc(N2CC(C(=O)Nc3ccc(Cl)cc3)CC2=O)cc1 (stereo not given)	-3	6	-0.2	-0.2
COc1ccc(CN2CCN(Cc3cccc(F)c3)CC2)c(OC)c1OC	47	6	0.6	-0.1
Cc1cc(O)c(NC(=O)/C=C/c2ccccc2)cc1C	4	-80	-1.6	0.0
NCCCNC(=O)/C(=N\O)c1ccccc1	-4	3	0.2	0.0
COc1cc(/C=N/Nc2nn[nH]n2)ccc1OC(=O)c1cc(F)c(F)cc1Cl	-13	0	0.4	0.1
CCOC(=O)c1c(C)n(CCOc2c(C)cc(C)cc2C)c2c1cc(O)c1ccccc12	-7	-3	0.0	0.0
Cc1ccc(Nc2nc3c(c(=O)n(C)c(=O)n3C)n2CCO)cc1	-5	1	0.5	-0.2
Cc1ccc(C(=O)Nc2c(C)cc(C)c(NC(=O)c3ccc(C)cc3)c2C)cc1	5	0	-0.8	-0.1
NC(=O)c1ccc(NC(=O)C2CCN(S(=O)(=O)c3ccccc3F)CC2)cc1	-5	7	-0.4	0.0
O=C(Cn1c2ccccc2c(=O)c2ccccc21)NCCCN1CCOCC1	-9	8	0.5	-0.2
CC(=O)Nc1ccc(-c2cn3cccc(C)c3n2)cc1	-7	-56	-2.5	0.1
COc1ccc(C2C(C#N)=C(N)N(c3ccc(Br)cc3)C3=C2C(=O)CCC3)cc1OC (stereo not given)	7	10	0.2	0.0
CCCOC(=O)c1cccc(N2CC(O)=C(c3nc4ccccc4s3)C2=N)c1	-3	2	1.1	0.0
Cc1cc(NC(=O)Cn2cnc([N+](=O)[O-])n2)nn1CC(=O)NCc1ccco1	0	1	5.5*	0.1
